NPY Y1 blocker = NPY-Y1 receptor antagonists, primary screen, cell-based; Neuropeptide Y receptor type 1 (Homo sapiens), P25929; HEK293-CNG Y1 cells, membrane potential fluorescence; NPY at EC95, then isoproterenol; inhibition, % at 3.6 µM; actives 1% (n = 200,000); AID 1040, 2008;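 active = inhibition above the campaign mean inhibition of all tested compounds plus 3 SD, cut at about 20% in these data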;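 note: 0% = DMSO wells given NPY plus isoproterenol and 100% = isoproterenol alone without NPY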
Target sequence (P25929 whole entry, looked up): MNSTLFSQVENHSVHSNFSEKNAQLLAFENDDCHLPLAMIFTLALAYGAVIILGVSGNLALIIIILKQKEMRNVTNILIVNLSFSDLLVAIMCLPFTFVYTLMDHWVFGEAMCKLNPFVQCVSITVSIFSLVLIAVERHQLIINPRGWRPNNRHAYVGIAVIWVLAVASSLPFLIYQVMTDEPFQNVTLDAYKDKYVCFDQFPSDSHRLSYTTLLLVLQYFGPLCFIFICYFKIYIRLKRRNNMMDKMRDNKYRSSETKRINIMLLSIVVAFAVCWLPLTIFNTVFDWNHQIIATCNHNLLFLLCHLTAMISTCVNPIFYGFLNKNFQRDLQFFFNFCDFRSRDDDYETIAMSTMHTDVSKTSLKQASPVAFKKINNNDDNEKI
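Material: HEK293 Y1/CNG channel cell line; also added: NPY (25 nM), isoproterenol (1 µM), Ro 20-1724 (25 µM); doses: one concentration, 3.6 µM, in 0.4% DMSO; schedule: compound incubation 1 h at room temperature, readout 45 min post-stimulation; technique: membrane potential fluorescence; measure: fluorescence ratio normalized to % inhibition between controls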
PPC-1+TRAIL kill = compounds killing PPC-1 cancer cells with TRAIL present, primary screen, TRAIL potentiator project, ATPLite luminescence, uHTS; cell killing (% activity), % at 4 µM; PPC-1 cells + TRAIL, ATPLite viability luminescence; AID 1443, 2008; actives 0.41% (n = 220,000);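 active = cell killing above 50% in the first pass at 4 µM, then a duplicate retest at 5 µM averaging 50% or more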;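 note: plate controls were cells with TRAIL plus DMSO for no effect and medium-only wells lacking cells for full effect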
PGE2 EP2 inh = human EP2 receptor antagonists, primary screen, TR-FRET cAMP, C6 glioma cells; C6 glioma cells expressing human EP2; cells stimulated with saturating PGE2; Prostaglandin E2 receptor EP2 subtype (Homo sapiens), P43116; inhibition, % at 25 µM; actives 0.52% (n = 260,000);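 active = percent inhibition above 40 after rounding to a whole number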;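 note: rat C6 glioma host cells with rolipram phosphodiesterase inhibitor present; the protocol text gives 20 µM as final concentration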
Target sequence (P43116 whole entry, looked up): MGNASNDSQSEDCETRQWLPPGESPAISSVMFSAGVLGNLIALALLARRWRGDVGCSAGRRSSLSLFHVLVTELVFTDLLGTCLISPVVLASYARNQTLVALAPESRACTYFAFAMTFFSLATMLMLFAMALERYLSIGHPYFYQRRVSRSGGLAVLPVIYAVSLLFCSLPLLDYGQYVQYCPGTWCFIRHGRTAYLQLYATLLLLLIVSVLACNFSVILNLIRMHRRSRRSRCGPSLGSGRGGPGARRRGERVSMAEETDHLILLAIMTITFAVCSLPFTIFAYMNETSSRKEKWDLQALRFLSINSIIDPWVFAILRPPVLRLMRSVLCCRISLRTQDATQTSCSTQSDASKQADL
CHOP inh = inhibitors of CHOP promoter induction, primary screen, cell-based, unfolded protein response, luciferase reporter; AID 2732, 2010; actives 3.8% (n = 220,000); CHO-K1 CHOP-promoter luciferase, tunicamycin-induced, 15-18 h; inhibition, % at 10 µM;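 active = compounds that reduced the stress-induced luciferase reporter signal by more than about 70% of percent inhibition, limit read from the data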;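 note: 0% = tunicamycin plus vehicle and 100% = wells without tunicamycin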
EP2 mod = EP2 receptor modulators, cAMP readout, primary screen, cell-based, HTRF cAMP, PGE2 stimulation. Prostaglandin E2 receptor EP2 subtype (Homo sapiens), P43116. EP2-expressing cells, cAMP HTRF FRET, PGE2 co-stimulation. induction, % at 25 µM. actives 0.83% (n = 260,000). AID 940, 2007;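 active = compounds whose cAMP rise, as percent of the full-agonist control response, exceeds 60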;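 note: rat C6 glioma line stably carrying human EP2 under a CMV promoter; the protocol text gives 20 µM as final concentration; 100% = response of wells given 1 µM PGE2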
14-3-3 Bad inh = inhibitors of 14-3-3 zeta/Bad binding, primary screen, biochemical, TR-FRET, bovine 14-3-3 zeta; TR-FRET 14-3-3zeta/Dy647-pBad peptide displacement, 1 h; 14-3-3 protein zeta/delta (Bos taurus), P63103; actives 0.71% (n = 220,000); inhibition, % at 21.7 µM; AID 781, 2007;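 active = inhibition above about 70%, limit read from the data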;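 note: 0% = full 14-3-3 plus peptide FRET controls and 100% = background without 14-3-3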
Target sequence (P63103 whole entry, looked up): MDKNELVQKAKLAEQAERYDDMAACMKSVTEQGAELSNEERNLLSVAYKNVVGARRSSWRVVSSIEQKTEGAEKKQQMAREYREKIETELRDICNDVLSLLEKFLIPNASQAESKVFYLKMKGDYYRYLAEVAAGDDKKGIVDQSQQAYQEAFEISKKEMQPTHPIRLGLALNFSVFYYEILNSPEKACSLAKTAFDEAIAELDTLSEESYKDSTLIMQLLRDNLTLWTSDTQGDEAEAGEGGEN
NPY1 pot ag = NPY-Y1 receptor potentiators or agonists, primary screen, cell-based; Neuropeptide Y receptor type 1 (Homo sapiens), P25929; NPY-Y1 expressing cells, potentiator/agonist activation; activation, % at 3.6 µM; actives 0.37% (n = 220,000); in the data active = activation above about 33%, passing the limit was not always enough;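 note: cells stimulated with NPY at EC10 then isoproterenol at EC100; 0% = low agonist plus stimulus and 100% = saturating agonist plus stimulus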
TRPML3 agonist = human TRPML3 channel agonists, primary screen, cell-based, HEK293 TRPML3-YFP, Fluo-8 calcium fluorescence, 3 µM | Mucolipin-3 (Homo sapiens), Q8TDD5 | 100% = the carbachol control signal | activation, % at 3 µM | actives 0.29% (n = 220,000);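 active = activation above its plate's cutoff, the mean activation of the plate's test wells plus 3 SD, cut at about 12% in these data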;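 note: 0% = DMSO only wells and 100% = carbachol wells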
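Test system: HEK293 cells stably carrying human TRPML3-YFP; Doses: single dose, 3 µM final nominal compound, 0.3% DMSO final; Schedule: dye loading 1 h 37 °C then 30 min ambient, 125 s read; Technique: Fluo-8 calcium fluorescence; Benchmarks: high control carbachol 87 µM, low control DMSO.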
TRPN1 ag = zebrafish TRPN1 channel agonists, primary screen, cell-based, HEK293, calcium fluorescence. transient receptor potential cation channel N1 (TRPN1/NompC), Danio rerio. HEK293 zebrafish TRPN1-YFP, Fluo-8 calcium fluorescence; 100% = response to 87 µM carbachol. activation, % at 3 µM. actives 0.18% (n = 220,000). AID 1424, 2008;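 active = activation above its plate's cutoff, the mean activation of test wells on that plate plus 3 SD, cut at about 19% in these data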;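 note: 0% = DMSO alone and 100% = 87 µM carbachol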
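Assay system: Zebrafish TRPN1-YFP in HEK293 cells | Incubation: Dye loading 1 h at 37 °C, then 30 min room temperature | Measured by: Kinetic Fluo-8 fluorescence, ex 470-495, em 515-575 nm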
* marks the source's active call; other numbers are inactive results; · = not tested or not shown; & = joins results of further samples; [ ] = dose if it differs, or a comment. The list is partial; rates above refer to the full screens.

Sequence of screens: NPY Y1 blocker	PPC-1+TRAIL kill	PGE2 EP2 inh	CHOP inh	EP2 mod	14-3-3 Bad inh	NPY1 pot ag	TRPML3 agonist	TRPN1 ag
> Cc1cc2c(c(=O)n1Cc1cccnc1)C(Cc1ccccc1)C(C#N)=C(N)O2 (configuration not stated)
 : 4	13	12	-7	-26	-14	-10	0.8	0.6
> O=[N+]([O-])c1cc(-c2n(-c3ccccn3)c3ccccc3[n+]2-c2ccccn2)ccc1Cl
 : 2	23	1	-6	31	10	0	-1.3	-2.3
> Cn1c(=O)cc(OCCCC(=O)N2CCN(c3ccccc3)CC2)c2ccccc21
 : 2	31	·	-31	-22	0	-27	-0.3	0.6
> CCn1ccnc1CN(C)Cc1cn(-c2ccc(C)cc2)nc1-c1ccc(F)cc1
 : 16	10	6	75*	27	-2	-13	0.1	-1.2
> CCCCn1nc(C(=O)Nc2cc(S(=O)(=O)N(C)C)ccc2C)c2ccccc2c1=O
 : ·	2	2	12	15	2	-6	0.8	1.3
> O=C1CSC(c2cccc(F)c2)N1c1ccc(O)cc1 (configuration not stated)
 : -4	4	-8	3	9	-1	-2	0.5	-1.2
> CCN1CCc2c(C#N)c(N3CCCCC3)nc(NCc3ccccc3)c2C1
 : -1	0	6	18	-22	·	1	0.4	-0.1
> CC(=O)Nc1ccc(NC(=O)CCc2nc3ccccc3c(=O)[nH]2)cc1
 : -3	-2	6	20	15	-4	12	1.0	1.2
> CCCC(NS(=O)(=O)c1ccc(OC)cc1)C(=O)O (configuration not stated)
 : 14	33	6	56	-5	4	-5	0.3	0.3
> O=C(Nc1ccc(N=Nc2ccccc2)cc1)c1cccc(Cl)c1
 : 2	-2	8	43	11	11[fluorescence artefact?]	-26	0.7	2.3
> CCOc1ccc(C(=O)c2ccc(OCC)c(N)c2)cc1N
 : 2	-3	5	-53	-25	57[fluorescence artefact?]	7	0.2	-0.2
> COc1ccccc1N1CCN(S(=O)(=O)Cc2ccccc2Cl)CC1
 : 0	33	0	33	-5	30	-14	0.7	-0.5
> COc1cc(C)c(S(=O)(=O)NCc2cccs2)cc1C
 : 0	39	·	28	2	-4	-4	-1.0	-1.9
> COc1cc(CNC(=O)c2ccc(Cn3nc(C)c(Cl)c3C)o2)cc(OC)c1
 : -3	-3	-1	40	6	1	-17	1.1	0.5
> S=C(c1ccc(-c2cccc(Cl)c2)o1)N1CCOCC1
 : -1	5	26	69	-21	-5	-9	0.6	-0.9
> Cc1ccc(C(=O)NC(NC(=O)c2ccc(C)cc2)C(Cl)Cl)cc1
 : 9	16	13	54	-30	·	-18	-1.5	-0.8
> CN(C)CCNC(=O)c1ccccc1
 : 4	15	1	49	20	2[fluorescence artefact?]	-11	0.9	-0.3
> O=C(CSc1nnnn1-c1cccc2c1CCCC2)N1CCCC1
 : 7	40	12	18	-22	5	-27	0.6	1.8
> Cc1cc(C)n(-c2ccc(C(=O)Nc3ccc(N4CCOCC4)cc3)cc2)n1
 : -1	-19	6	26	21	4	11	1.4	1.6
> Cc1cc2nccc(-c3ccccn3)n2n1
 : -2	-21	5	-7	30	-17	-4	0.7	0.4
> O=C1C2CC=C(Cl)CC2C(=O)N1CCCCCCN1C(=O)C2CC=C(Cl)CC2C1=O (configuration not stated)
 : 0	15	9	-2	-21	11	14	6.2	11
> CCCCOC(=O)c1ccc(NC(=O)c2c(Cl)ccc(Cl)c2OC)cc1
 : 24*	16	11	26	8	5	-33	0.6	1.2
> COCCn1c(C)cc(C(=O)COC(=O)c2ccc(-n3nc(C)cc3C)cc2)c1C
 : 1	31	11	40	-1	-11	23	0.3	1.3
> COc1cc(C(=O)NNC(=S)NCc2ccco2)cc(OC)c1OC
 : 0	2	5	-8	-1	-10	-15	0.3	-0.5
> Cc1ccc(SCc2cc(=O)n(C)[nH]2)cc1
 : -1	7	6	7	32	-16	-1	0.7	-0.3
> COC(=O)c1ccccc1OCCOCCOc1cccc2ccc(C)nc12
 : 7	21	9	26	-34	-4	13	-0.4	0.5
> CCc1ccccc1NC(=O)CN(C)C(=O)CSc1nnc(Nc2ccc(C)cc2)s1
 : -3	22	9	26	7	5	-5	-0.1	-0.9
> CC1=NC(=O)C(N=Nc2ccccc2C)N1c1ccccc1 (configuration not stated)
 : 11	·	·	·	·	·	-7	0.5	-0.2
> Cc1ccc(C2c3c(oc4ccc(Cl)cc4c3=O)C(=O)N2CCCN2CCOCC2)o1 (configuration not stated)
 : -8	17	9	7	5	3	3	1.4	1.6
> O=C(c1ccccc1)c1coc2c1C(=O)c1ccccc1C2=O
 : 5	5	26	18	-69	-16	5	1.0	0.1

Structure | NPY Y1 blocker | PPC-1+TRAIL kill | PGE2 EP2 inh | CHOP inh | EP2 mod | 14-3-3 Bad inh | NPY1 pot ag | TRPML3 agonist | TRPN1 ag
O=C(NCCN1CCOCC1)c1ccc(Cl)cc1[N+](=O)[O-] | 6 | 13 | 9 | 9 | 23 | -5 | 7 | -0.1 | -1.4
CCC1CCCCN1CCNS(=O)(=O)c1ccc2c(c1)CCN2C(C)=O (configuration not stated) | 7 | 6 | 13 | 26 | 25 | 12 | -12 | 1.1 | 0.0
CNC(=O)C1=C(C)Nc2nc3ccccc3n2C1c1cccc(OC)c1 (configuration not stated) | 9 | 15 | 8 | 50 | 18 | 3[fluorescence artefact?] | 4 | -0.2 | -0.8
O=C(NNc1ccc([N+](=O)[O-])cc1)C12CC3CC(CC(C3)C1)C2 | -8 | 18 | 10 | 28 | -2 | 4 | 10 | 0.4 | 1.1
CCCCSc1ccc2nc(-c3ccc(C#N)cc3)cn2c1 | 10 | 19 | 24 | 61 | -32 | -9 | -20 | -0.9 | -2.1
O=C1CCCC(O)=C1C=NCc1ccccc1 | -4 | 24 | 7 | 4 | -17 | -17 | 0 | 1.9 | -0.1
O=c1oc2ccccc2n1CCCOc1ccccc1 | 8 | 1 | 12 | 22 | -4 | 1 | 14 | -0.1 | -0.6
CCN(CC)CCCN1C(=O)C(O)=C(C(=O)c2ccco2)C1c1ccc(C)o1 (configuration not stated) | 1 | · | 9&7 | · | 10 | · | -2 | 1.0 | -1.8
CCOc1ccc(NS(=O)(=O)c2ccc(OCC)c3ncccc23)cc1 | 0 | 11 | 0 | 8 | -4 | 4 | 9 | -0.7 | -1.3
Cc1ccc(OCCn2cnc3sc(C(N)=O)c(C)c3c2=O)cc1 | 9 | 21 | 9 | 13 | -23 | -10 | -29 | 0.8 | 0.5

Structure | NPY Y1 blocker | PPC-1+TRAIL kill | PGE2 EP2 inh | CHOP inh | EP2 mod | 14-3-3 Bad inh | NPY1 pot ag | TRPML3 agonist | TRPN1 ag
Cc1c(C(=O)N2CCOCC2)oc2ccc(S(=O)(=O)N3CCCC3)cc12 | -5 | 2 | 5 | 30 | -2 | 3 | 9 | 0.3 | 0.5
Cc1nc(N2CCOCC2)nc(OC(C)C)c1[N+](=O)[O-] | 1 | 16 | 9 | 84* | 25 | -14 | 0 | 0.0 | -0.8
COc1cc(NS(=O)(=O)c2ccc(NS(=O)(=O)c3ccccc3)cc2)nc(OC)n1 | -7 | 40 | 14 | -4 | 33 | 10 | -6 | 0.9 | 0.6
Cc1c(Cl)cccc1NC(=S)NC1CCN(Cc2ccccc2)CC1 | -2 | 15 | 4 | 17 | -8 | -4 | 6 | 3.0 | 3.6
COc1cc(NC(=O)c2ncn[nH]2)cc(OC)c1OC | 13 | 0 | 6 | 10 | 1 | -1[fluorescence artefact?] | 9 | -0.2 | 1.8
Cc1nnc(SCCn2c(N3CC(C)CC(C)C3)nc3c2c(=O)n(C)c(=O)n3C)s1 (configuration not stated) | 10 | 2 | 3 | 19 | 3 | -16[fluorescence artefact?] | -13 | 0.0 | -0.7
Clc1ccccc1Cn1nnc2c(Nc3ccccc3)ncnc21 | 7 | 28 | 9 | 54 | -3 | 1 | 3 | 1.2 | 0.7
CC1CCN(C(=O)CN(C)S(=O)(=O)c2cccc3nsnc23)CC1 | -2 | 10 | 11 | -4 | 9 | 1 | 20 | 0.1 | -0.3
COc1ccccc1-n1c(SCC(=O)O)nnc1-c1ccc(S(=O)(=O)N2CCCCC2)cc1 | 3 | 19 | 6 | -25 | -6 | 9 | 0 | 0.7 | -0.5
Cc1ccc(NC(CC(=O)c2ccccc2)C(=O)O)cc1Cl (configuration not stated) | · | 11 | 9 | 27 | -13 | -11 | -17 | -0.7 | -0.7

CHOP inh, what is marked active above.
| Compound | CHOP inh | EP2 mod | 14-3-3 Bad inh | NPY1 pot ag | TRPML3 agonist |
| --- | --- | --- | --- | --- | --- |
| CCn1ccnc1CN(C)Cc1cn(-c2ccc(C)cc2)nc1-c1ccc(F)cc1 | 75* | 27 | -2 | -13 | 0.1 |
| Cc1nc(N2CCOCC2)nc(OC(C)C)c1[N+](=O)[O-] | 84* | 25 | -14 | 0 | 0.0 |

Further results.
Structure | NPY Y1 blocker | PPC-1+TRAIL kill | PGE2 EP2 inh | CHOP inh | EP2 mod | 14-3-3 Bad inh | NPY1 pot ag | TRPML3 agonist | TRPN1 ag
CC1(C)Cc2ccccc2C(/C(=N/O)C(N)=O)=N1 | -1 | -14 | 9 | 9 | 11 | -7 | -11 | 0.2 | 0.3
Cc1ccccc1C(=O)OCc1nnc(-c2ccc(Cl)cc2)o1 | 16 | -10 | 4 | 31 | -81 | -5 | -21 | 0.2 | -0.6
Cc1ccc(S(=O)(=O)NC(=O)Nc2nnc(C3CC3)s2)cc1 | -1 | -5 | 3 | -9 | 15 | 36[fluorescence artefact?] | 1 | 0.5 | 0.6
COC(=O)c1nn(-c2nc(-c3cccc(OC)c3)cc(C(F)(F)F)n2)cc1[N+](=O)[O-] | -4 | 1 | 11 | -11 | 25 | -12 | 10 | 0.2 | -0.2
CCCn1nc2cc(C(=O)NCc3ccc4c(c3)OCO4)ccc2c1OCC | 0 | 19 | 1 | -4 | -16 | 15 | -37 | -0.7 | -2.3

Source: PubChem BioAssay
